Screening data from PubChem BioAssay.
Apoferritin bind = binds horse apoferritin like a general anesthetic; apoferritin/1-aminoanthracene competitive binding, fluorescence; actives 0.074% (n = 350,000); AID 485281; Potency, µM (highest dose often 77.5 µM), inactives show top-dose activity change, negative = displacement, actives largely listed as inhibitors; note: potency is the fitted concentration of half-maximal effect; % is set by controls: 0 for no effect and ±100 for the full control effect; nearly all actives have a fitted effect of over 20% in size
Target sequence (P02791 2-175 limits assumed): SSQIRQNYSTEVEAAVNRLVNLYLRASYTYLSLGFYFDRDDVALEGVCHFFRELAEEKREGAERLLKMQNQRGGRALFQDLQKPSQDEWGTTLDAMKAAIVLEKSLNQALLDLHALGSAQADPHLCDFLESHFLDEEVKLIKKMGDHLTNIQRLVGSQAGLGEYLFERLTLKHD
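Steps: apoferritin (10 uM) was premixed with half-saturated 1-AMA in PBS, compounds were pin-transferred, plates stood 10 min at room temperature, fluorescence was read at 380/535 nm, and curves were fitted with a Hill equation.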
POLI inh = blocks human DNA polymerase iota activity; Pol iota fluorescent replication assay, 10 min; Potency, µM (doses to about 115 µM), for inactives: at the top dose activity, negative = inhibition, actives largely listed as inhibitors; actives 1% (n = 390,000); AID 588590; note: potency is the fitted concentration of half-maximal effect
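Fluorescent replication assay read twice, at 0 min and 10 min after adding 50 nM (final) substrate. Enzyme (10 nM) and compounds were first incubated 15 min at room temperature; enzyme-free buffer wells were negative controls.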
ERG Ets-DNA blk = ERG Ets/DNA interaction inhibition; P11308; fluorescence polarization, His-ERG Ets domain / labelled DNA; Potency, µM (doses to about 76.9 µM), for inactives: at the highest dose FP activity, negative = inhibition, hits mostly inhibitors; actives 0.028% (n = 370,000); active = well fitted inhibition curve with a large enough effect in the polarisation, with a control signal flat; inconclusive = small, poorly fitted or top-dose-only effect, or effect the other way, or a change in a side signal; inactive = no such curve, though single readings can be large or run the other way; the % refers to the polarisation;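 note: polarization taken with two DNA probes labelled with fluorescein and Texas red; potency is the fitted concentration of half-maximal effect; % of control where 0% means no effect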
Target sequence (P11308 whole entry, looked up, the tested form may be a part): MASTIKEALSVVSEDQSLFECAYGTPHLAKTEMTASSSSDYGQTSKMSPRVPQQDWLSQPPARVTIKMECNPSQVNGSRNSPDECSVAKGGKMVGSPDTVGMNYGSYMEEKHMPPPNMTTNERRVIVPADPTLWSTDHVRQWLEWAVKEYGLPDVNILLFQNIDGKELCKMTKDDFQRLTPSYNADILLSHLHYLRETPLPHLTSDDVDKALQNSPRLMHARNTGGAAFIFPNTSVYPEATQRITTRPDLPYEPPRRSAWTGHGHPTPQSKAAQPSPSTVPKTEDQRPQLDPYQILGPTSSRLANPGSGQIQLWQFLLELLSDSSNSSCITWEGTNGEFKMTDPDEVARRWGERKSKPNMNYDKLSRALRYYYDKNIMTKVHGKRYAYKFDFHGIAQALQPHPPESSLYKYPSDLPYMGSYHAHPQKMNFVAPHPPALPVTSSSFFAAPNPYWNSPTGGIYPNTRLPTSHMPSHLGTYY
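His-tagged ERG Ets domain (1 uM in the protein solution; 300mM KCl, 50mM Tris-HCl, 1mM EDTA, 1mM DTT, pH 7.5) received compound, then a probe mix of 5 nM fluorescein-DNA and 100nM Texas-615-DNA. Fluorescence polarization was read for both dyes.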
12-LOX inh = blocks human arachidonate 12S-lipoxygenase. actives 1.1% (n = 580,000). purified 12hLO, xylenol orange hydroperoxide absorbance. Potency, µM (top dose mostly 108 µM), for the others: top-dose activity change, negative = inhibition, actives largely listed as inhibitors. P18054; note: potency is the fitted concentration of half-maximal effect; % is set by controls: 0 for no effect and ±100 for the full control effect
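Purified human 12hLO at 150 nM in 25 mM Hepes, 0.01% Triton X-100, pH 7.0, preincubated 15 min at room temperature with compound. Reaction started with 40 uM arachidonic acid, 30 min at room temperature. Hydroperoxide measured by Fe-xylenol orange, 573/405 nm absorbance ratio.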
APE1 inh = inhibitors of human APE1 endonuclease | recombinant APE1, TAMRA/BHQ-2 abasic DNA cleavage fluorescence | Potency, µM (top dose mostly 65.8 µM), for the others: at the highest dose activity change, negative = inhibition, actives largely listed as inhibitors | actives 0.35% (n = 350,000) | AID 2517;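 note: potency is the fitted concentration of half-maximal effect; plate controls were vehicle for no effect and reference inhibitor for full effect; nearly all actives have a fitted effect of over 55% in size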
Target sequence (P27695 whole entry, looked up): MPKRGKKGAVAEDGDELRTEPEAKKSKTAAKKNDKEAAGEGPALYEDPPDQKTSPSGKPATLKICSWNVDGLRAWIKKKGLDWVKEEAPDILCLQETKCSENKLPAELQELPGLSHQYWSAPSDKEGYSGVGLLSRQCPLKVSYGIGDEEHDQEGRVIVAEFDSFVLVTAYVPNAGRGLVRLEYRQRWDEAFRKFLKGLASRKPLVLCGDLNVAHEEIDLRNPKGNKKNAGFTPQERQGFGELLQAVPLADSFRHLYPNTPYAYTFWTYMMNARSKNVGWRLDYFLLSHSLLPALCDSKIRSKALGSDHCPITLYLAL
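Readout is kinetic fluorescence (ex 525, em 598 nm) from cleavage of 50 nM TAMRA/BHQ-2 THF abasic duplex by 0.75 nM APE1, compound added 15 min beforehand at RT.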
TRHR ag = activates the human TRH receptor; P34981; TRHR cells, calcium flux fluo-8, FDSS agonist mode; activation, % at 2 µM; actives 0.18% (n = 360,000); AID 493084; in the data active = activation above about 30%; note: 0% is about no effect
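Fluo-8-loaded TRHR cells; 10 s baseline, compound added, kinetic Ca2+ fluorescence read 1/s, agonist mode.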
POLK inh = inhibitors of human DNA polymerase kappa | Potency, µM (highest dose often 107 µM), inactives show top-dose activity, negative = inhibition, usual class: inhibitors | purified Pol kappa, fluorescent DNA synthesis assay, 10 min | Q9UBT6 | actives 0.53% (n = 400,000) | AID 588579; note: potency is the fitted concentration of half-maximal effect; % is set by controls: 0 for no effect and ±100 for the full control effect
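Activity was followed as the change in fluorescence between reads at 0 and 10 min after starting the reaction with 50 nM substrate. Beforehand, 10 nM polymerase had been preincubated with compound for 15 min at room temperature.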
Pol beta inh = DNA polymerase beta (human) inhibition | Pol beta primer extension/strand displacement, fluorescence kinetic | Potency, µM (titrated, usually from 114 µM), without a hit: at the top dose activity change, negative = inhibition, hits mostly inhibitors | actives 1.3% (n = 340,000) | AID 485314; note: potency is the fitted concentration of half-maximal effect; % is set by controls: 0 for no effect and ±100 for the full control effect
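Preincubation: enzyme (10 nM) with compound, 15 min, RT. Reaction: substrate added to 50 nM final. Reads: 0 and 10 min. Analysis: normalized, Hill fit.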
BLM helicase inh = inhibitors of human Bloom syndrome helicase BLM | Potency, µM (series often up to 56.1 µM), inactives show top-dose activity change, negative = inhibition, actives largely listed as inhibitors | recombinant BLM DNA unwinding, fluorescence dequenching | actives 0.2% (n = 350,000);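 note: potency is the fitted concentration of half-maximal effect; plate controls were vehicle for no effect and no enzyme for full effect; nearly all actives have a fitted effect of over 35% in size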
Starred values were filed as active, the others as inactive; ? = inconclusive; / = no result given; [ ] = dose if it differs, or a comment. Unless noted, calls come from the whole dose curve; as a rule, active = well fitted curve in the direction sought with a large enough effect; inconclusive = small, poorly fitted or top-dose-only effect, or another doubt; inactive = no such curve, though single readings can be large; an effect the other way counts as inactive or inconclusive. This is a subset; rates above refer to the full screens.

Short forms: A = Apoferritin bind; B = POLI inh; C = ERG Ets-DNA blk; D = 12-LOX inh; E = APE1 inh; F = TRHR ag; G = POLK inh; H = Pol beta inh; I = BLM helicase inh
> Cc1ccc(Cn2c(C3CCCN3c3nc(-c4ccc(F)cc4)cs3)nc3cc(C(F)(F)F)ccc32)cc1 (configuration not stated)
  A: /; B: 3%; C: 1%; D: -13%; E: /; F: /; G: -3%; H: /; I: /

> Cc1ccc(CN2CCN(CC(=O)N/N=C/c3ccc(C)o3)CC2)cc1
  A: -9%; B: -10%; C: -8%; D: 0%; E: -1%; F: -0.7; G: 0%; H: 13%; I: 2%

> O=C(OC(C(=O)NCC1CCCO1)c1ccc(F)cc1)c1cccs1 (configuration not stated)
  A: -7%; B: -8%; C: /; D: -12%; E: 13%; F: 1.2; G: 0%; H: 14%; I: -4%

> CC(C)c1ccc(OCc2ccc(C(=O)N3CCCC3)o2)cc1
  A: -1%; B: -24%; C: 17%; D: -16%; E: 45%; F: -1.8; G: -7%; H: -11%; I: -10%

> Cc1c(Cl)cccc1NC(=O)c1cc2sccc2n1Cc1ccc(F)cc1
  A: -16%; B: -9%; C: 7%; D: ?; E: /; F: 0.1; G: -14%; H: 18%; I: -3%

> COc1ccc(CNC(=O)COC(=O)c2cnccn2)cc1
  A: -8%; B: 4%; C: -1%; D: -2%; E: 3%; F: 3.0; G: -7%; H: 6%; I: -1%

> CN(C)C(=O)CSc1nc(-c2ccccc2)nc2c1CCCC2
  A: -3%; B: 4%; C: 1%; D: -3%; E: ?; F: 0.3; G: 6%; H: 9%; I: -10%

> COc1ccccc1C(CNC(=O)CCNS(=O)(=O)c1ccc(Br)cc1)N1CCCC1 (configuration not stated)
  A: /; B: ?; C: 7%; D: -26%; E: /; F: /; G: 4%; H: /; I: /

> Cc1cc(C(=O)NNC(=O)NC(C)C)no1
  A: 5%; B: 4%[58.9 µM]; C: -3%; D: 49%[activator]; E: -2%; F: 0.0; G: -11%; H: -10%; I: 0%

> O=C(N/N=C/c1ccccc1F)c1cccc(NC(=O)c2ccccc2Cl)c1
  A: -5%; B: 44%[activator]; C: -8%; D: -3%; E: 5%; F: 0.1; G: -16%; H: 6%; I: -1%

> COc1ccc(S(=O)(=O)N2CCC(C(=O)c3ccc4c(c3)OCCO4)CC2)cc1
  A: 3%; B: -6%; C: 0%; D: -5%; E: 1%; F: 0.1; G: -4%; H: 4%; I: -3%

> O=C(Nc1ccc(N2CCOCC2)cc1)c1cccnc1
  A: 6%; B: -6%; C: -3%; D: ?; E: 4%; F: -0.5; G: 4%; H: 11%; I: 4%

> O=C(NCc1cccnc1)Nc1ccc(F)cc1F
  A: -11%; B: 4%; C: -3%; D: -17%; E: 14%; F: 0.2; G: -9%; H: -11%; I: -1%

> Cc1[nH]c(=O)c(C(=O)c2ccccc2O)cc1C(=O)O
  A: -3%; B: 22%; C: -1%; D: -1%; E: -7%; F: 0.4; G: -7%; H: 5%; I: -3%

> CCOc1ccc2c(c1)C(C)=CC(C)(C)N2C(=O)Nc1ccccc1F
  A: -1%; B: 23%; C: -15%; D: ?; E: -9%; F: 0.1; G: -12%; H: 22%; I: -3%

> CCc1cc2c(cc3c(=O)n(CCCC(=O)NCc4ccccc4Cl)nc(CC)n32)s1
  A: -11%; B: 45%[activator]; C: 1%; D: ?; E: /; F: 0.3; G: 2%; H: 3%; I: -6%

> Cc1cccc(-n2c(Cc3ccccc3)n[nH]c2=S)c1
  A: -13%; B: 29%; C: 9%; D: ?; E: -3%; F: 0.2; G: -4%; H: 36%[activator]; I: -1%

> CN(CC(=O)Nc1ccc(Cl)c(C(F)(F)F)c1)C(=O)CCCc1nc2ccccc2c(=O)[nH]1
  A: /; B: 18%; C: 7%; D: 163%[activator]; E: -14%; F: 0.0; G: -5%; H: /; I: /

> Cc1ccc(C)c(NC(=O)CCN2C(=O)C3CC=CCC3C2=O)c1 (configuration not stated)
  A: /; B: 12%; C: -8%; D: -3%; E: 25%; F: 3.4; G: 5%; H: /; I: /

> Cc1nn(CC(=O)N2CCN(c3cccc(C(F)(F)F)c3)CC2)c(=O)c2cc3sccc3n12
  A: 5%; B: 8%; C: 0%; D: -11%; E: /; F: 0.0; G: 10%; H: 34%; I: 1%

5 structures already listed, arranged by molecular weight, rising.
Short forms: A = Apoferritin bind; B = POLI inh; C = ERG Ets-DNA blk; D = 12-LOX inh; E = APE1 inh; F = TRHR ag; G = POLK inh; H = Pol beta inh; I = BLM helicase inh
> O=C(NCc1cccnc1)Nc1ccc(F)cc1F
  A: -11%; B: 4%; C: -3%; D: -17%; E: 14%; F: 0.2; G: -9%; H: -11%; I: -1%

> Cc1[nH]c(=O)c(C(=O)c2ccccc2O)cc1C(=O)O
  A: -3%; B: 22%; C: -1%; D: -1%; E: -7%; F: 0.4; G: -7%; H: 5%; I: -3%

> CCOc1ccc2c(c1)C(C)=CC(C)(C)N2C(=O)Nc1ccccc1F
  A: -1%; B: 23%; C: -15%; D: ?; E: -9%; F: 0.1; G: -12%; H: 22%; I: -3%

> COc1ccc(S(=O)(=O)N2CCC(C(=O)c3ccc4c(c3)OCCO4)CC2)cc1
  A: 3%; B: -6%; C: 0%; D: -5%; E: 1%; F: 0.1; G: -4%; H: 4%; I: -3%

> CCc1cc2c(cc3c(=O)n(CCCC(=O)NCc4ccccc4Cl)nc(CC)n32)s1
  A: -11%; B: 45%[activator]; C: 1%; D: ?; E: /; F: 0.3; G: 2%; H: 3%; I: -6%

Other records:
Short forms: A = Apoferritin bind; B = POLI inh; C = ERG Ets-DNA blk; D = 12-LOX inh; E = APE1 inh; F = TRHR ag; G = POLK inh; H = Pol beta inh; I = BLM helicase inh
> Cc1csc(NC(=O)CSc2ccc3nnc(CCNS(=O)(=O)c4ccccc4)n3n2)n1
  A: -9%; B: 1%; C: -4%; D: -3%; E: -5%; F: -0.4; G: -6%; H: 32%; I: -11%

> CCOC(=O)c1cc(-c2ccccc2)n(CCCC(=O)Nc2ccccc2C)c1C
  A: 9%; B: -9%; C: 4%; D: -11%; E: /; F: 0.1; G: -3%[60.1 µM]; H: -25%; I: -6%

> OB(O)c1ccc(Cl)s1
  A: 4%; B: 8%; C: /; D: /; E: -7%; F: /; G: 7%; H: /; I: -2%

> CN=C(Nc1ccc(C(=O)OC)cc1)SC1CC(=O)N(c2ccccc2F)C1=O (configuration not stated)
  A: -6%; B: 18%; C: 6%; D: 270%[activator]; E: -1%; F: 0.5; G: -8%; H: 7%; I: -6%

> CC(=O)N(Cc1cc2cc(C)ccc2[nH]c1=O)c1cccc(C)c1C
  A: -14%; B: -14%; C: 5%; D: 16%; E: -8%; F: 0.0; G: 2%; H: -27%; I: 1%

> O=C(COC(=O)c1ccccc1Nc1ccccc1)Nc1ccccc1
  A: 348%[activator]; B: 3%; C: -1%; D: -18%; E: 1%; F: -0.1; G: -7%; H: -16%; I: 0%

> OC(COc1ccccc1)CN1CCOCC1 (configuration not stated)
  A: -13%; B: -12%; C: /; D: 5%; E: 7%; F: 1.5; G: -5%; H: -1%; I: 4%

> CCC(=O)OCC(=O)[C@@]1(OC(=O)CC)[C@@H](C)C[C@H]2[C@@H]3CCC4=CC(=O)C=C[C@]4(C)[C@@]3(F)[C@@H](O)C[C@@]21C
  A: ?; B: /; C: /; D: /; E: ?; F: /; G: ?; H: /; I: -8%

> CCN(C/C=C/c1ccccc1OC)Cc1ccccc1
  A: -7%; B: 21%; C: 1%; D: ?; E: -7%; F: -0.8; G: -21%; H: 0%; I: 7%

> Cc1cc(=O)[nH]c(SCC(=O)Nc2nnc(CC(C)C)s2)n1
  A: -3%; B: 15%; C: -14%; D: 0%; E: 14%; F: -0.1; G: -15%; H: 0%; I: -1%

> COc1ccc(C)cc1NC(=O)CCCN1C(=O)CN(C)C1=O
  A: /; B: -9%; C: 7%; D: -8%; E: 12%; F: 0.1; G: 0%; H: /; I: /

> CCC(C)NC(=O)COC(=O)c1ccc(Cl)cc1O (configuration not stated)
  A: -8%; B: -5%; C: -6%; D: -2%; E: -2%; F: 0.2; G: -9%; H: 7%; I: -6%

> CC1(C(=O)NC2CCCC2)CCC(=O)N1CCC1=CCCCC1 (configuration not stated)
  A: -9%; B: 27%; C: 2%; D: 4%; E: 0%; F: 0.1; G: -6%; H: -12%; I: 0%

> Cc1ccc(S(=O)(=O)N2CCN(CN3C(=O)CC4(CCCC4)C3=O)CC2)cc1
  A: /; B: 8%; C: -11%; D: 10%; E: 14%; F: 0.2; G: -4%; H: /; I: /

> COc1cc(OC)c(C(=O)NCc2ccc3c(c2)OCO3)cc1OC
  A: -7%; B: 8%; C: -2%; D: 36%[activator]; E: -16%; F: -0.7; G: -12%; H: 23%; I: 0%

> O=C(Nc1ccc(F)cc1F)NC1CC(=O)N(Cc2ccccc2)C1 (configuration not stated)
  A: -6%; B: 2%; C: -1%; D: 0%; E: -2%; F: -0.1; G: -7%; H: 10%; I: 0%

> O=C(Cn1nc(C(F)(F)F)cc1C1CC1)Nc1ccccc1F
  A: 7%; B: 7%; C: -4%; D: 16%; E: 0%; F: 0.1; G: -11%; H: 28%; I: -2%

> CCOC(=O)N1CCC(NC(=O)CSCc2nc(-c3ccc(OC)c(OC)c3)oc2C)CC1
  A: -10%; B: 9%; C: -13%; D: -7%; E: -2%; F: -0.8; G: -12%; H: 1%; I: 3%

> CCCCC(=O)N1CCN(c2ccc(OC)cc2[N+](=O)[O-])CC1
  A: -10%; B: 20%; C: -4%; D: -8%; E: -3%; F: -0.6; G: -23%; H: 5%; I: 5%

> O=C(c1ccc(NC2=NC3CS(=O)(=O)CC3S2)cc1)N1CCN(C(=O)c2ccco2)CC1 (configuration not stated)
  A: -3%; B: 0%; C: 0%; D: -2%; E: ?; F: 0.0; G: -3%; H: 2%; I: 2%

> Cn1cc(CN2CCc3ccccc3C2)c2ccccc21
  A: 7%; B: 30%; C: 9%; D: ?; E: 2%; F: 0.1; G: -3%; H: 17%; I: -7%
